RPL19A-GFP yeast = alters RPL19A-GFP fluorescence in TOR pathway yeast screen; AID 2025; S. cerevisiae RPL19A-GFP strain, flow cytometry, 3 h; hits give low values; actives 0.3% (n = 330,000); percent response vs DMSO, % at 10 µM;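 active = percent response vs DMSO below 50%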;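 also: median channel GFP fluorescence of the barcoded RPL19A-GFP strain; ratio of sample median GFP to plate DMSO average so 100% = DMSO; lower means less RPL19A-GFP as with rapamycin TOR inhibition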
AHR activator = activates the human aryl hydrocarbon receptor; activation, % at 5 µM; P35869; actives 2.5% (n = 320,000); AHR-responsive luciferase reporter cells, luminescence; in the data active = activation above about 47%;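 also: 0% = vehicle wells and 100% = reference agonist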
LAP4-GFP MLPCN = alters LAP4-GFP fluorescence in TOR pathway yeast screen. S. cerevisiae LAP4-GFP multiplex, flow cytometry GFP, 3 h; median GFP as percent of DMSO wells. GFP response vs DMSO, % at 10 µM. actives 0.34% (n = 320,000). AID 2023;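 active = GFP response vs DMSO above a set limit, about the screen mean plus 3 SD, cut at about 150% in these data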
MEP2 TOR yeast = alters MEP2-GFP fluorescence in TOR pathway yeast screen; actives 0.51% (n = 330,000); GFP response vs DMSO, % at 10 µM; S. cerevisiae MEP2-GFP strain, flow cytometry GFP, 3 h; 100% = DMSO control level; AID 2016;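 active = GFP response versus DMSO above a set limit, roughly screen mean plus 3 SD, cut at about 180% in these data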;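 also: median GFP fluorescence of the barcode-gated MEP2-GFP cells per well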
CR mimetic SO = yeast age-related superoxide inhibition as caloric restriction mimetic | AID 2690 | superoxide response (% of plate mean), % at 10 µM | S. cerevisiae aged cells, superoxide DHE fluorescence; hits give low values | actives 0.18% (n = 330,000);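 active = superoxide response under a set limit, about three screen SD below normal, cut at about 65% in these data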;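 also: yeast aged for seven days with compound at 30 °C before DHE staining; 100% = average MFI of all compound-treated wells on the plate with controls excluded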
proCasp7 act = activates human procaspase-7, counter-screen for procaspase-3 activators; P55210; recombinant procaspase-7, Ac-DEVD-pNA absorbance 405 nm; D23A/D198A/D206A triple mutant, cannot self-cleave; scale: DMSO 0, 5 µM enzyme 100; activation, % at 8.5 µM; actives 0.093% (n = 330,000); AID 463210;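 active = percent activation above the screen-wide mean plus 3 SD, cut at about 25% in these data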
Target sequence (P55210 whole entry D23A/D198A/D206A): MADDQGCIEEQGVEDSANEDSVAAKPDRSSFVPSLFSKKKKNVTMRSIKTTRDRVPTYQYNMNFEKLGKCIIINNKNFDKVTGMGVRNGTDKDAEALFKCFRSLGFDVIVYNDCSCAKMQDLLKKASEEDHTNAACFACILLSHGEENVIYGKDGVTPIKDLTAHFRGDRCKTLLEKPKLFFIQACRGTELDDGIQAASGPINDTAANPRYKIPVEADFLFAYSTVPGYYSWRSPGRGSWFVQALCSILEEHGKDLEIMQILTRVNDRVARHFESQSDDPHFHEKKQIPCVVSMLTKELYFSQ
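Material: Procaspase-7 triple mutant (PC-7 D3A) | Quantity: 2 µM procaspase-7 mutant as dispensed | Reagent: DEVD-pNA substrate | Times: 1 h preincubation, 2 h reaction | Technique: 405 nm absorbance of p-nitroaniline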
proCasp3 act = activators of human procaspase-3. P42574. recombinant procaspase-3 D3A, Ac-DEVD-pNA absorbance 405 nm. activation, % at 8.5 µM. actives 0.11% (n = 330,000). AID 463141;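 active = activation above the mean of all tested compounds plus 3 SD, cut at about 21% in these data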;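 also: 0% = DMSO alone and 100% = DMSO wells spiked with extra 5 µM PC-3 D3A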
Target sequence (P42574 whole entry D9A/D28A/D175A): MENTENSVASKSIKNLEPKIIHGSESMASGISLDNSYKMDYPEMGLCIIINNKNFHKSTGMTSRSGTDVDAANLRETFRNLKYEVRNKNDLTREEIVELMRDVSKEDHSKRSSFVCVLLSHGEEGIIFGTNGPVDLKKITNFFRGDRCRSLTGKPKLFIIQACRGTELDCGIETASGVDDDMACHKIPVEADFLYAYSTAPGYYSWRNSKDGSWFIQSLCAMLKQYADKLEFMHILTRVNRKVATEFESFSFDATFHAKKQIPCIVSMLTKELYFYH
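Assay system – Procaspase-3 D3A mutant, all three cleavage aspartates alanine · Controls – DMSO-only low control, 5 µM PC-3 D3A high control · Schedule – 1 h compound preincubation, 2 h substrate hydrolysis at 25 °C · Signal – 405 nm absorbance of p-nitroaniline, reads at 0 and 120 min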
JMJD2C inh = human JMJD2C demethylase inhibition; inhibition, % at 2.35 µM; GST-JMJD2C(1-420) H3K9me3 demethylation, DELFIA europium; actives 0.069% (n = 330,000); AID 2099; Q9H3R0;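 active = more than half of a compound's replicate wells show inhibition beyond 50%, single wells judged on their own value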;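 also: signal counts dimethyl H3K9 product captured on neutravidin plate; 0% = median of DMSO wells and 100% = 0.3 times that DMSO median; strong numbers were not always called active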
Target sequence (Q9H3R0 1-420 limits assumed): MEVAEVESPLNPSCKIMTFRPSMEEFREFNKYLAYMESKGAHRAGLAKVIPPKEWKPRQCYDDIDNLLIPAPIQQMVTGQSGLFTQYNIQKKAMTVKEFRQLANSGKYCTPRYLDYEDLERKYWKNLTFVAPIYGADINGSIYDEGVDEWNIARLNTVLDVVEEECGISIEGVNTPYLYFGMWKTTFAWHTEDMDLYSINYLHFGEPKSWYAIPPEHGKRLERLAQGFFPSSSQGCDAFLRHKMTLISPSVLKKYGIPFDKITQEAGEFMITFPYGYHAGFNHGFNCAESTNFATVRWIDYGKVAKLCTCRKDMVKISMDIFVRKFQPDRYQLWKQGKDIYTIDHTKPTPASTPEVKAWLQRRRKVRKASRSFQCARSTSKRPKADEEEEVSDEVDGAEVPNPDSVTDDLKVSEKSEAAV
The depositor's hits bear a star; nt = not tested or not shown.

SMILES	RPL19A-GFP yeast	AHR activator	LAP4-GFP MLPCN	MEP2 TOR yeast	CR mimetic SO	proCasp7 act	proCasp3 act	JMJD2C inh
CCO[C@H]1OC(C(=O)NCc2ccccc2)=C[C@@H](c2ccc(C(F)(F)F)cc2)[C@@H]1CCCO	93.5	-1.0	123.4	85.5	104.9	-3.3	-2.8	3.2
O=C(Nc1cccc(Cl)c1)Nc1cc(S(=O)(=O)N2CCOCC2)ccc1N1CCCC1	92.4	2.4	112.0	88.9	94.9	-3.6	1.3	-0.9
CC1(C)CC(=O)C(C=NC2CCCCC2)=C(O)C1	98.5	2.1	103.9	96.2	103.5	-9.1	-5.0	-12.6
O=[N+]([O-])c1cnn(-c2nc(-c3ccccc3)cc(C(F)(F)F)n2)c1	102.4	1.2	89.0	101.1	104.2	-3.0	7.3	5.3
Cc1cc(C)nc(SCCn2c(N3CCCCC3)nc3c2c(=O)n(C)c(=O)n3C)n1	101.6	12.2	103.1	99.0	102.2	0.8	-0.7	17.5
Cn1cc(Cl)c(-c2n[nH]c(=S)n2-c2ccccc2)n1	94.4	4.1	87.2	104.4	118.6	1.6	-1.5	3.4
Cc1c(N=C2SCC(=O)N2/N=C/c2ccccc2)c(=O)n(-c2ccccc2)n1C	95.9	0.1	97.0	96.5	119.0	7.7	-2.4	-2.5
CC(C)n1c(N2CCCC2)nc2c1c(=O)[nH]c(=O)n2C	104.1	5.7	104.7	108.4	112.7	-2.9	0.6	0.3
CN(C)C(CNC(=S)Nc1cccc(Cl)c1)c1ccccc1 (stereo unspecified)	106.1	2.6	106.4	109.7	88.5	-4.1	-5.2	-17.3
CC1(C)OC2OC(C(=O)N/N=C/c3ccccc3F)C3OC(C)(C)OC3C2O1 (stereo unspecified)	108.6	-1.4	103.1	110.6	72.3	-8.4	6.4	-3.1

Two consecutive records already listed, for reference:
SMILES	RPL19A-GFP yeast	AHR activator	LAP4-GFP MLPCN	MEP2 TOR yeast	CR mimetic SO	proCasp7 act	proCasp3 act	JMJD2C inh
CN(C)C(CNC(=S)Nc1cccc(Cl)c1)c1ccccc1 (stereo unspecified)	106.1	2.6	106.4	109.7	88.5	-4.1	-5.2	-17.3
CC1(C)OC2OC(C(=O)N/N=C/c3ccccc3F)C3OC(C)(C)OC3C2O1 (stereo unspecified)	108.6	-1.4	103.1	110.6	72.3	-8.4	6.4	-3.1

(list continues)
SMILES	RPL19A-GFP yeast	AHR activator	LAP4-GFP MLPCN	MEP2 TOR yeast	CR mimetic SO	proCasp7 act	proCasp3 act	JMJD2C inh
O=C(NCc1n[nH]c(=S)n1-c1ccccc1)c1ccco1	100.9	0.0	100.2	102.8	125.8	-12.3	-4.1	8.2
CCOC(=O)c1c(NC(=O)COc2ncnc3ccccc23)sc(C)c1CC	104.5	4.9	89.6	97.4	92.6	13.0	8.5	-1.0
COc1ccc(N2CC(NS(=O)(=O)c3cccs3)CC2=O)cc1OC (stereo unspecified)	98.2	-3.1	103.8	95.4	107.9	1.3	-1.6	4.4
CCCCNC1c2ccccc2C(=O)N1Cc1ccccc1 (stereo unspecified)	105.5	0.1	84.3	105.7	102.8	9.2	6.4	-1.7
Cc1cc(N/N=C/c2ccc(N(C)C)cc2)c2ccccc2n1	104.9	49.2*	102.0	106.1	81.3	23.8	28.1*	-18.6
O=c1[nH]c2ccccc2c(O)c1O	96.2	9.7	106.4	96.1	91.1	-26.5	-24.6	2.5
Nn1c(SCCOc2ccccc2)nnc1-c1cccnc1	104.3	25.1	100.0	99.7	98.5	-3.0	3.7	0.5
O=C(CN1C(=O)S/C(=C\c2ccccn2)C1=O)Nc1ccccc1	111.0	nt	69.5	104.8	119.3	nt	nt	5.6
CCOc1cccc(C(=O)NNC(=O)C2C3C=CC(C3)C2C(=O)O)c1 (stereo unspecified)	115.8	11.0	107.2	112.8	94.7	-2.5	-1.2	-19.7
CCc1c(C)sc(NC(=S)NC(C)C2CCCO2)c1C(=O)OC (stereo unspecified)	91.5	14.3	96.3	93.2	120.2	-3.8	5.5	2.7
CC1Cc2ccccc2N1C(=O)CNc1cccc(S(=O)(=O)N2CCCC2)c1 (stereo unspecified)	95.2	1.2	92.7	98.0	114.7	2.8	-2.2	-0.9
O=C(Nc1ccc(Br)cc1)Nc1ccccc1Cl	100.3	21.6	91.0	111.9	96.8	-8.5	-10.1	3.2
COC(=O)c1cc(C(=O)N2CCc3ccccc32)cc([N+](=O)[O-])c1	104.6	14.6	99.5	100.7	101.5	2.6	4.8	2.9
Cc1cccc(CC2S/C(=N/N=C/c3ccco3)N(c3ccccc3)C2=O)c1 (stereo unspecified)	105.0	0.3	97.3	102.1	106.0	6.0	3.4	2.0
O=C(NC12CC3CC(CC(C3)C1)C2)c1ccc(-c2cccc(Cl)c2)o1	97.1	1.5	97.6	98.2	101.7	-13.1	-8.6	1.2
O=C(CCN1C(=O)c2ccccc2C1=O)Nc1cccc(O)c1	102.5	-1.9	104.7	99.8	70.4	-6.2	2.2	-23.4
CN(C)S(=O)(=O)c1ccc(N2CCCC2)c(C(=O)NCC2COc3ccccc3O2)c1 (stereo unspecified)	96.8	0.3	102.6	97.4	76.2	5.4	5.7	9.3
Cn1cc(P(=S)(N2CCOCC2)N2CCOCC2)cc1P(=O)(N1CCOCC1)N1CCOCC1	106.9	2.7	98.2	102.2	122.8	-26.1	-13.4	-11.2
CCN(CCCNC(=O)C1CCN(S(=O)(=O)N2CCOCC2)CC1)c1cccc(C)c1	101.7	1.2	103.7	106.9	82.4	-3.4	0.7	-27.5
CC(=O)Nc1cccc(/C(C)=N\NC(=O)c2ccc(Cn3nc([N+](=O)[O-])c(Cl)c3C)o2)c1	98.3	34.1	90.6	88.4	108.3	-1.3	6.6	-3.2
CCc1c(C(=O)NC2CCCc3ccccc32)[nH]c(C)c1C(C)=O (stereo unspecified)	97.4	36.0	96.9	96.3	105.0	9.2	6.8	-12.7
COCC(C)NC(=O)C1CCN(S(=O)(=O)c2ccc3ccccc3c2)CC1 (stereo unspecified)	96.0	-0.1	107.5	94.1	92.6	-5.5	1.0	0.6
CCc1ccc(OCCNc2cc(N3CCNC(C)C3)ccc2[N+](=O)[O-])cc1 (stereo unspecified)	98.6	3.5	113.5	103.7	101.0	-3.1	-3.1	-1.0
COCCOn1c(SCCOC)nc2ccccc2c1=O	96.8	2.9	122.8	97.7	98.0	4.4	-1.5	-8.0
O=C1/C(=C/c2cccs2)Cc2ccccc21	100.5	5.2	102.2	105.1	124.3	-8.1	-0.9	-42.8
Cc1cc2cc(CNC(=O)c3ccc4c(c3)OCO4)ccc2n1C	97.8	0.9	106.1	96.6	102.0	-7.9	-9.6	8.6
CCc1cccc(C)c1NC(=S)N(CCN(C)C)C(C)c1ccco1 (stereo unspecified)	98.1	0.5	104.3	94.9	91.0	10.8	5.2	4.7
Cc1ccc(/C=C/C(=O)OCC(=O)Nc2cccc(S(=O)(=O)N(C)C)c2)o1	105.8	2.1	91.7	98.6	108.1	4.5	0.8	20.8
CCN(c1ccccc1)S(=O)(=O)c1ccc(OC)c(NC(=O)CN(C)C)c1	96.6	1.8	104.0	93.3	99.8	-2.2	-5.5	5.5
CN1C(=O)C(Cc2cnc[nH]2)NC1=S (stereo unspecified)	95.2	2.3	88.9	102.6	95.3	-9.1	6.3	9.9
Cc1cccc(OCC(=O)N(C)CC(=O)Nc2cccc(F)c2)c1C	94.2	1.1	96.5	93.4	100.0	-2.5	9.7	1.2
COCC(C)(C)COS(N)(=O)=O	101.3	3.0	106.4	93.7	85.3	-5.2	6.5	4.9
COc1cccc(C(=O)CN2CCN(S(=O)(=O)c3cccc([N+](=O)[O-])c3)CC2)c1	115.5	-2.8	115.4	117.0	104.5	-1.9	3.8	-0.5
Cc1ccc(S(=O)(=O)CCC(=O)OCC(=O)NCCc2ccccc2)cc1	100.9	0.7	101.2	98.9	99.1	9.3	0.2	28.5
CCOC(=O)N1CCN(C(=O)c2nc3ccccc3s2)CC1	100.7	12.7	101.3	114.0	104.9	-11.1	-5.1	2.7
O=C(CO)C(O)C(O)C(O)CO (stereo unspecified)	90.6	0.5	102.7	95.5	97.9	-9.1	5.8	nt
CCOC(=O)/C(C#N)=C1\SS/C(=C(/C#N)C(=O)OCC)S1	97.4	1.9	134.2	93.8	93.3	-19.4	-25.7	-28.8
COc1ccc(-n2c3nc4ccccc4nc3c3c(=N)oc(C)nc32)cc1	101.8	7.2	93.8	100.2	95.4	0.3	1.1	-0.6
CC(NC(=O)COC(=O)CNC(=O)c1ccccc1Cl)C1CC2CCC1C2 (stereo unspecified)	103.4	-1.7	110.4	107.6	92.7	2.3	2.6	0.6
O=[N+]([O-])c1ccccc1S(=O)(=O)N1CCCc2ccccc21	95.6	7.5	86.2	105.6	113.2	-0.4	4.9	-3.3

3 structures out of the list, ordered by count of non-hydrogen atoms, highest first.
SMILES	RPL19A-GFP yeast	AHR activator	LAP4-GFP MLPCN	MEP2 TOR yeast	CR mimetic SO	proCasp7 act	proCasp3 act	JMJD2C inh
COc1ccc(-n2c3nc4ccccc4nc3c3c(=N)oc(C)nc32)cc1	101.8	7.2	93.8	100.2	95.4	0.3	1.1	-0.6
Cc1cccc(OCC(=O)N(C)CC(=O)Nc2cccc(F)c2)c1C	94.2	1.1	96.5	93.4	100.0	-2.5	9.7	1.2
O=C(CO)C(O)C(O)C(O)CO (stereo unspecified)	90.6	0.5	102.7	95.5	97.9	-9.1	5.8	nt

Following part:
SMILES	RPL19A-GFP yeast	AHR activator	LAP4-GFP MLPCN	MEP2 TOR yeast	CR mimetic SO	proCasp7 act	proCasp3 act	JMJD2C inh
CC1CCCCN1CCNC(=O)c1cnn2ccccc12 (stereo unspecified)	98.6	-1.9	95.6	100.2	88.9	6.8	4.6	1.0
O=C1C=C(c2ccc(Cl)c(C(F)(F)F)c2)C[C@@H](c2ccc3c(c2)OCO3)C1	102.5	13.2	107.4	98.5	94.5	8.3	1.1	3.6
Cc1cc(C)nc(NS(=O)(=O)c2ccc(NC(=O)c3ccc4c(c3)OCCO4)cc2)n1	100.1	2.3	101.9	91.3	107.3	-2.8	7.4	-17.4
COc1ccc(Cl)cc1NC(=O)CN(C)C(=O)Cc1n[nH]c(=O)c2ccccc12	97.1	2.9	105.0	94.6	94.5	8.9	3.6	-3.1
O=C(O)CN1CCN(Cc2ccc(F)cc2Cl)C1=O	109.8	0.2	110.2	109.4	122.8	6.3	6.3	-2.8
COc1ccc(/C=N/N=C2/NC(=O)C(CC(=O)NC(N)=O)S2)cc1 (stereo unspecified)	97.2	2.5	97.5	97.7	88.8	-0.1	-8.2	11.2
O=[N+]([O-])c1ccc(CSc2ccc(-c3ccccn3)nn2)cc1	98.7	2.4	115.5	98.7	70.9	0.6	4.4	-5.3
COc1ccc(/C=N/c2oc(-c3ccccc3)cc2C#N)cc1OC	93.2	3.1	100.3	96.5	94.7	-4.0	-2.1	-19.9
COc1cc(/C=C2/S/C(=N/S(=O)(=O)c3ccccc3)NC2=O)c([N+](=O)[O-])cc1OC	101.6	-1.2	94.9	103.9	109.1	2.5	-0.3	10.5
Cc1cc(-c2ccco2)n(CC(=O)NCc2ccccc2)n1	98.8	-1.3	100.5	101.1	95.7	-5.8	0.1	0.3
CCOc1ccc(NC(=O)N(c2ccccc2)c2ccccc2)cc1	100.8	7.5	93.5	111.1	101.5	1.9	0.5	4.2
COC(=O)C1=C(C)N(Cc2ccccc2)C(=NCC(C)C)N[C@H]1c1cccc(C(F)(F)F)c1	102.2	-1.0	88.9	96.5	96.0	-5.9	5.0	-0.1
